All columns: NCI-60 one-dose screen, growth in % after 48 h at 10 µM unless noted; 100 = growth as untreated, 0 = no growth, -100 = all killed.
NCI-H322M – NCI-H322M lung cancer; 2.7% of 80,000 active
UO-31 – UO-31 renal cancer; 5.2% of 81,000 active
NCI-H460 – NCI-H460 lung cancer; 6.8% of 82,000 active
ACHN – ACHN renal cancer; 4.9% of 81,000 active; AID 1794771
TK-10 – TK-10 renal cancer cells; 3.9% of 81,000 active; AID 1794769
786-0 – 786-0 renal cancer cells. 5.1% of 81,000 active
RXF 393 – RXF 393 renal cancer cells. 6.9% of 77,000 active. AID 1794773
CAKI-1 – CAKI-1 renal cancer. 4.7% of 75,000 active. AID 1794772
NCI-H522 – NCI-H522 lung cancer. 8% of 78,000 active. AID 1794739
An asterisk follows results filed as active; nt = not tested or not shown; & = joins results of further samples. The calls were made as follows: active = growth percent below 10; inactive = the rest.

Short keys – A = NCI-H322M; B = UO-31; C = NCI-H460; D = ACHN; E = TK-10; F = 786-0; G = RXF 393; H = CAKI-1; I = NCI-H522
Cc1ccc2oc(=O)cc(-c3nc4ccc([N+](=O)[O-])cc4[nH]3)c2c1
  A = 81 | B = 52 | C = 47 | D = 63 | E = 62 | F = 41 | G = 47 | H = nt | I = 36
Cc1ccc2nc(Cl)c(Cn3nnc(SCc4ccccc4)n3)cc2c1
  A = 103 | B = 83 | C = 102 | D = 94 | E = 98 | F = 93 | G = 106 | H = 87 | I = 86
O=C1NC(=NC23CC4CC(CC(C4)C2)C3)N/C1=C\c1ccc2ncoc2c1
  A = 3.7* | B = 1.7* | C = 14 | D = -10* | E = 24 | F = 14 | G = -53* | H = 7.5* | I = -17*
CC1SC(=S)N(CCc2ccccc2)C1=O (stereo not drawn)
  A = 100 | B = 91 | C = 106 | D = 104 | E = 95 | F = 100 | G = 114 | H = 95 | I = 96
CN(C)CCCn1c2c(c3ccncc3c1=O)C(=O)c1ccccc1-2
  A = 21 | B = -37* | C = -9.8* | D = -38* | E = 13 | F = 6.0* | G = -16* | H = 11 | I = -22*
CC(=O)O[C@H]1C[C@@]2(C)[C@@H](C[C@@H](O)[C@H]3[C@@]4(C)CCC(NCCN)[C@@H](C)[C@@H]4CC[C@@]32C)/C1=C(\CCC=C(C)C)C(=O)O (stereo partly drawn)
  A = 104 | B = 88 | C = 108 | D = 101 | E = 100 | F = 99 | G = 111 | H = 91 | I = 100
COc1ccc(N2CCN(S(=O)(=O)c3ncsc3-c3ccccc3)CC2)cc1
  A = 106 | B = 92 | C = 109 | D = 107 | E = 106 | F = 99 | G = 108 | H = 93 | I = 88
O=c1nc2s/c(=C\c3ccc(Br)cc3)c(=O)n2c2nc(-c3ccccc3)c(-c3ccccc3)nc12
  A = 92 | B = 77 | C = 101 | D = 97 | E = 98 | F = 96 | G = 109 | H = 88 | I = 96
O=C(CNC(=O)c1nc(-c2ccccc2)n(-c2ccccc2)n1)NO
  A = 98 | B = 87 | C = 110 | D = 101 | E = 94 | F = 100 | G = 110 | H = 94 | I = 86
Oc1cccc2c1NCCC2
  A = 38 | B = 6.2* | C = 5.4* | D = 11 | E = 23 | F = 27 | G = 44 | H = 16 | I = -2.3*
CN(C)c1ccc(C2(Cl)c3ccccc3N(C)c3ccccc32)cc1
  A = 76 | B = 72 | C = 37 | D = 56 | E = 64 | F = 62 | G = 74 | H = 81 | I = 19
COC(=O)Cc1[nH]cnc1C(=O)OC
  A = 111 | B = 99 | C = 109 | D = 115 | E = nt | F = 103 | G = 105 | H = 103 | I = 96
COc1cc(C(=O)c2sc3nc4c(cc3c2N)CCCC4)cc(OC)c1OC
  A = 100 | B = 80 | C = 105 | D = 101 | E = 110 | F = 102 | G = 112 | H = 94 | I = 81
CCNC(=O)Oc1ccc(/C(=C(/C)Cc2ccc(OC)cc2)c2ccc(OCCN3CCCC3)cc2)cc1
  A = 89 | B = 58 | C = 56 | D = 92 | E = 88 | F = 68 | G = 76 | H = 82 | I = 79
C/C(=N\O)C(c1ccccc1)c1ccccc1
  A = nt | B = 92 | C = 103 | D = 111 | E = 86 | F = 104 | G = 105 | H = nt | I = 87
Cc1ccc(S(=O)(=O)OCC2CCC(COS(=O)(=O)c3ccc(C)cc3)O2)cc1 (stereo not drawn)
  A = 100 | B = 82 | C = 107 | D = 109 | E = 118 | F = 96 | G = 113 | H = 86 | I = 105
Cc1ccc(S(=O)(=O)O)c(C)c1
  A = 97 | B = 74 | C = 103 | D = 103 | E = 101 | F = 103 | G = 117 | H = 96 | I = 90
N#C/C(=C\NCc1ccc(Cl)cc1Cl)S(=O)(=O)c1ccccc1
  A = 108 | B = 85 | C = 109 | D = 103 | E = 108 | F = 102 | G = 109 | H = 101 | I = 104
C=CCC(O)(CC=C)CCC
  A = 105 | B = 92 | C = 104 | D = 95 | E = 105 | F = 98 | G = 110 | H = nt | I = 86
Cc1ccc(-n2nc(C(=O)NCCCCCC(=O)NO)nc2-c2ccccc2)cc1
  A = 103 | B = 78 | C = 102 | D = 102 | E = 99 | F = 101 | G = nt | H = 92 | I = 90
CCOC(=O)c1c(C)nc2c(c1N)CC(=O)N2c1ccccc1
  A = 102 | B = 87 | C = 106 | D = 100 | E = 124 | F = 101 | G = 110 | H = 93 | I = 83
O=C(Nc1ccc(Oc2cccc(Cl)c2)c(Cl)c1)c1ccccn1
  A = 106 | B = 87 | C = 101 | D = 101 | E = 92 | F = 90 | G = 112 | H = 93 | I = 95
CCOc1c(C#N)c(Nc2ccc(S(N)(=O)=O)cc2)c(C#N)c2nc(=O)ncn12
  A = 107 | B = 94 | C = 113 | D = 104 | E = 118 | F = 107 | G = 116 | H = 96 | I = 105
C/C(=C(/c1ccc(Cl)cc1)c1ccc(OCCN)cc1)c1ccc(C)cc1
  A = 103 | B = 83 | C = 100 | D = 97 | E = 116 | F = 102 | G = 112 | H = 87 | I = 99
CCCCC/C(C)=N\O
  A = 107 | B = 90 | C = 108 | D = 101 | E = 94 | F = 105 | G = 114 | H = 100 | I = 97

At a glance, 3 of the compounds above.
Short keys – A = NCI-H322M; B = UO-31; C = NCI-H460; D = ACHN; E = TK-10; F = 786-0; G = RXF 393; H = CAKI-1; I = NCI-H522
Cc1ccc2oc(=O)cc(-c3nc4ccc([N+](=O)[O-])cc4[nH]3)c2c1
  A = 81 | B = 52 | C = 47 | D = 63 | E = 62 | F = 41 | G = 47 | H = nt | I = 36
Cc1ccc2nc(Cl)c(Cn3nnc(SCc4ccccc4)n3)cc2c1
  A = 103 | B = 83 | C = 102 | D = 94 | E = 98 | F = 93 | G = 106 | H = 87 | I = 86
O=C1NC(=NC23CC4CC(CC(C4)C2)C3)N/C1=C\c1ccc2ncoc2c1
  A = 3.7* | B = 1.7* | C = 14 | D = -10* | E = 24 | F = 14 | G = -53* | H = 7.5* | I = -17*

Back to the main list, repeating the four entries before the break.
Short keys – A = NCI-H322M; B = UO-31; C = NCI-H460; D = ACHN; E = TK-10; F = 786-0; G = RXF 393; H = CAKI-1; I = NCI-H522
O=C(Nc1ccc(Oc2cccc(Cl)c2)c(Cl)c1)c1ccccn1
  A = 106 | B = 87 | C = 101 | D = 101 | E = 92 | F = 90 | G = 112 | H = 93 | I = 95
CCOc1c(C#N)c(Nc2ccc(S(N)(=O)=O)cc2)c(C#N)c2nc(=O)ncn12
  A = 107 | B = 94 | C = 113 | D = 104 | E = 118 | F = 107 | G = 116 | H = 96 | I = 105
C/C(=C(/c1ccc(Cl)cc1)c1ccc(OCCN)cc1)c1ccc(C)cc1
  A = 103 | B = 83 | C = 100 | D = 97 | E = 116 | F = 102 | G = 112 | H = 87 | I = 99
CCCCC/C(C)=N\O
  A = 107 | B = 90 | C = 108 | D = 101 | E = 94 | F = 105 | G = 114 | H = 100 | I = 97
CC1N=COC1S(=O)(=O)Nc1ccc(N/C=C/C(=O)c2cc3c(ccc4ccccc43)oc2=O)cc1 (stereo not drawn)
  A = 107 | B = 73 | C = 104 | D = 100 | E = 156 | F = 108 | G = 105 | H = nt | I = 98
CCOC(=O)c1c(C)oc2ncnc(Nc3ccc(F)c(Cl)c3)c12
  A = 101 | B = 89 | C = 106 | D = 112 | E = 114 | F = 104 | G = 101 | H = 106 | I = 75
O=C(O)CCC(=O)/C=C/c1cccc2ccccc12
  A = 107 | B = 85 | C = 109 | D = 99 | E = 111 | F = 95 | G = 123 | H = 90 | I = 88
N#Cc1ccccc1NC(=O)c1cc(-c2ccc(F)cc2F)ccc1O
  A = 77 | B = 59 | C = 34 | D = 43 | E = 107 | F = 77 | G = 86 | H = 50 | I = 73
O=C(/C=C/c1ccc2ccccc2c1)Nc1ncc(Cc2ccccc2)s1
  A = 46 | B = 44 | C = 31 | D = 6.8* | E = 23 | F = 34 | G = 93 | H = 45 | I = 73
CC(=O)c1ccc(Nc2nc(NCCO)nc(N3CCOCC3)n2)cc1
  A = 99 | B = 80 | C = 100 | D = 93 | E = 122 | F = 103 | G = 96 | H = 92 | I = 99
O=C(O)C(c1ccccc1)C1(O)CCCCC1 (stereo not drawn)
  A = 95 | B = 98 | C = 105 | D = 103 | E = 94 | F = 96 | G = nt | H = 52 | I = 99
COc1cccc(C2CC(=O)Nc3cc4c(cc32)OCO4)c1OC (stereo not drawn)
  A = 88 | B = 72 | C = 102 | D = 92 | E = 87 | F = 114 | G = 87 | H = 78 | I = 87
CCN1CCN(c2cc(C)nc(N(CCCNc3ccnc4cc(Cl)ccc34)Cc3cccs3)n2)CC1
  A = 12 | B = -76* | C = 5.4* | D = 7.8* | E = -41* | F = -72* | G = -54* | H = nt | I = 8.3*
CC1(C)NCc2c3c(ccc4nc(-c5cn[nH]c5C(F)(F)F)c5c(c43)CCCC5)nn21
  A = 108 | B = 69 | C = 104 | D = 94 | E = 88 | F = 84 | G = nt | H = 75 | I = 74
Cc1cccc([N+](=O)[O-])c1Cl
  A = 105 | B = 87 | C = 108 | D = 97 | E = 119 | F = 102 | G = 103 | H = 92 | I = 116
CN(C)c1cccc2c(S(=O)(=O)Nc3cccc(-c4csc(NC(=O)CCCCCN5CCN(CCO)CC5)n4)c3)cccc12
  A = 88 | B = 86 | C = 83 | D = 97 | E = 120 | F = 78 | G = 67 | H = 86 | I = 84
COC(=O)c1cc(-c2cc3ccccc3o2)c(C#N)c(=O)[nH]1
  A = 104 | B = nt | C = 101 | D = 90 | E = 118 | F = 97 | G = nt | H = 102 | I = 86
CCCCNC(C)(C)COC(=O)c1ccc(N)cc1
  A = nt | B = 91 | C = 104 | D = 111 | E = 90 | F = 92 | G = 107 | H = nt | I = 86
CC(C)OC(=O)CCC/C=C\C[C@@H]1[C@@H](/C=C/C(O)COc2cccc(C(F)(F)F)c2)[C@H](O)C[C@@H]1O (stereo partly drawn)
  A = 91 | B = 86 | C = 110 | D = 100 | E = 109 | F = 98 | G = 125 | H = 108 | I = 102
O=C(O)C(CCCCN1C(=O)c2ccccc2C1=O)N1C(=O)c2ccccc2C1=O (stereo not drawn)
  A = 100 | B = 88 | C = 99 | D = 106 | E = 93 | F = 105 | G = 117 | H = nt | I = 84
CCN(CC)CCNC(=O)c1c(C)[nH]c(/C=C2\C(=O)Nc3cc(NC(=O)NC(=O)c4ccc(OC)cc4F)ccc32)c1C
  A = 105 | B = 96 | C = 84 | D = 38 | E = nt | F = -56* | G = 66 | H = nt | I = 104
Cc1cccc(Cc2ccccc2C(=O)c2cccc3ccccc23)c1
  A = 122 | B = 90 | C = 91 | D = 96 | E = 109 | F = 103 | G = 79 | H = 63 | I = 84
CCN(CC)S(=O)(=O)c1ccc(NC(=O)CSc2nnc(C)n2-c2ccccc2)cc1
  A = 113 | B = 81 | C = 115 | D = 99 | E = 126 | F = 109 | G = 110 | H = 106 | I = 85
CCC(O)c1ccc2ccccc2c1 (stereo not drawn)
  A = nt | B = 73 | C = 108 | D = 103 | E = 110 | F = 96 | G = 104 | H = 94 | I = 99
O=C1c2ccncc2/C(=C/c2ccccc2)N1Cc1ccccc1
  A = 102 | B = 68 | C = 102 | D = 89 | E = 102 | F = 87 | G = 112 | H = 77 | I = 75
COc1ccc(-c2nc3ncccn3c2-c2nc3ccc(C)cc3[nH]2)cc1
  A = 109 | B = 85 | C = 108 | D = 105 | E = 106 | F = 100 | G = 84 | H = 97 | I = 86
Cc1ccc(S(=O)(=O)Oc2ccccc2-c2ccccc2)cc1
  A = 48 | B = 22 | C = 9.3* | D = 44 | E = 45 | F = 38 | G = 29 | H = 14 | I = 15
CC1(C)COC(=S)N1CCC#N
  A = nt | B = 96 | C = 106 | D = 106 | E = 100 | F = 119 | G = 99 | H = 97 | I = 99
COC1=CC(c2ccc[nH]2)=N/C1=C\c1[nH]c(C)c(C(=O)Oc2ccccc2)c1C
  A = -13* | B = -87* | C = -31* | D = -90* | E = -6.7* | F = -44* | G = -9.7* | H = -24* | I = -64*
O=C(N/N=C/C[C@@H]1[C@@H](/C=C/[C@@H](O)CCc2ccccc2)[C@H](O)C[C@@H]1O)c1ccncc1
  A = 99 | B = 86 | C = 104 | D = 112 | E = 94 | F = 101 | G = 97 | H = nt | I = 102
COc1cc(C(=O)/C=C/c2c(C)n([O-])c3ccc(Cl)cc3[n+]2=O)cc(OC)c1OC
  A = 102 | B = 43 | C = 83 | D = 54 | E = 46 | F = 62 | G = 43 | H = nt | I = -77*
COc1ccc(-c2cc(-c3cccnc3)nc3n[nH]c(N)c23)cc1OC
  A = 101 | B = 58 | C = 97 | D = 86 | E = 95 | F = 89 | G = 86 | H = 74 | I = 95
Cc1cnc2c(=O)[nH]c(N)nc2n1
  A = 115 | B = 109 | C = 107 | D = 108 | E = 116 | F = 119 | G = 117 | H = 106 | I = 113
CC12CCC(C)(O1)C1C(=O)N(c3nccs3)C(=O)C12 (stereo not drawn)
  A = 99&111 | B = 81&72 | C = 113&117 | D = 109&101 | E = 113&104 | F = 91&104 | G = 105&99 | H = 107&106 | I = 104&100
CCn1cc(C(=O)N/N=C/c2ccccc2)c(=O)c2cc(F)c(N3CCNC(C)C3)c(F)c21 (stereo not drawn)
  A = 52 | B = 47 | C = -73* | D = 57 | E = 83 | F = -67* | G = -61* | H = 46 | I = -75*
COC(=O)[C@@]1(C)CC[C@]2(C)CC[C@]3(C)C(=CC(=O)[C@@H]4[C@@]5(C)Cc6c([nH]c7ccccc67)C(C)(C)[C@@H]5CC[C@]43C)[C@@H]2C1
  A = 86 | B = 84 | C = 96 | D = 90 | E = 108 | F = 95 | G = 80 | H = 72 | I = 99
Nc1nc(=O)n([C@H]2CC=C(CO)O2)cc1F
  A = 96 | B = 91 | C = 98 | D = 110 | E = 99 | F = 102 | G = 99 | H = 95 | I = 81
Cc1cccc(NC(=S)Nc2ccc(NCc3nc4sc5c(c4c(=O)[nH]3)CCCC5)cc2)c1
  A = 98 | B = 86 | C = 105 | D = 97 | E = 130 | F = 99 | G = 112 | H = 106 | I = 99
